Shn3 inh set2: inhibitors of Schnurri-3 3'UTR reporter in osteoblasts. AID 588674. inhibition, % at 12.5 µM. 360,000 tested, 0.52% active. Clone20 osteoblast Shn3 3'UTR firefly luciferase, 24 h;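 active means mean inhibition of at least 75% with every replicate also reaching 75%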;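 further: 0% = median of neutral control wells and 100% = pilot-screen positive control compound; some compounds past the cut are filed as inactive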
CF NFkB inh: blocks PAF-induced NF-kB reporter in cystic fibrosis cells | KKLEB NF-kB-GFP reporter, GFP fluorescence overnight | inhibition, % at 5 µM | 360,000 tested, 0.86% active | AID 588850;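 active means at least 50% inhibition at 5 µM, scaled per plate between neutral and stimulator controls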;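 further: PAF is a Pseudomonas aeruginosa culture filtrate used as stimulus; plate controls were PAF-stimulated DMSO wells for no effect and unstimulated DMSO wells for full effect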
HIF-2a inh: inhibitors of HIF-2a; 786-0 RCC cells HIF-2a reporter, luciferase luminescence, overnight; inhibition, % at 18.8 µM; 360,000 tested, 0.72% active; AID 624352;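 active means inhibition of the luminescence signal of 40% or more relative to plate controls, in a single-dose primary screen at 18.75 µM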
Vif imaging: inhibitors of HIV Vif. HEK293T cells, Vif self-association by quenched fluorescence, imaging, 24 h. inhibition, % at 7.49 µM. 340,000 tested, 0.35% active. AID 602346; in the data active means inhibition above about 50%, passing the limit was not always enough; further: some results filed as inactive read as strong as hits
NR2E3 ag-1: activates human NR2E3 receptor. Q9Y5X4. CHO-S Gal4-NCOR/VP16-NR2E3 two-hybrid, luciferase. inhibition of corepressor binding, % at 3.98 µM. 360,000 tested, 0.35% active. AID 602229;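 active means inhibition above the mean of all tested compounds plus 3 SD, cut at about 70% in these data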;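 further: 0% = DMSO with NR2E3 transfected cells and 100% = cells lacking NR2E3 construct; higher means lower luciferase signal from less NR2E3 corepressor binding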
Target sequence (Q9Y5X4 whole entry, looked up, the tested form may be a part): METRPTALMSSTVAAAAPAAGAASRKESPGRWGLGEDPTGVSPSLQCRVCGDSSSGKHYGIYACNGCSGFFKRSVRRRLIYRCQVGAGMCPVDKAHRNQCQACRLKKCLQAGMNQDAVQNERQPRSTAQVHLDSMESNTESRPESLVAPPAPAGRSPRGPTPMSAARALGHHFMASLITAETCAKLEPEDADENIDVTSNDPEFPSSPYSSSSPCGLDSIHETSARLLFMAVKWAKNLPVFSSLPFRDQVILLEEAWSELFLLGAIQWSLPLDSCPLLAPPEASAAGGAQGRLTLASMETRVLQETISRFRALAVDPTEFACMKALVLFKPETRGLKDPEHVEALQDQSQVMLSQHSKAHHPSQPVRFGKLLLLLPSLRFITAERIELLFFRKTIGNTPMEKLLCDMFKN
PDI turbidity: blocks human protein disulfide isomerase activity; P07237; PDI insulin aggregation turbidity, A650, 90 min; inhibition, % at 10 µM; 350,000 tested, 0.052% active; AID 588391;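 active means mean inhibition across replicates of 30% or more, whatever share of single replicates reach that level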;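 further: absorbance from insulin aggregation driven by PDI reduction with DTT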
Target sequence (P07237 whole entry, looked up): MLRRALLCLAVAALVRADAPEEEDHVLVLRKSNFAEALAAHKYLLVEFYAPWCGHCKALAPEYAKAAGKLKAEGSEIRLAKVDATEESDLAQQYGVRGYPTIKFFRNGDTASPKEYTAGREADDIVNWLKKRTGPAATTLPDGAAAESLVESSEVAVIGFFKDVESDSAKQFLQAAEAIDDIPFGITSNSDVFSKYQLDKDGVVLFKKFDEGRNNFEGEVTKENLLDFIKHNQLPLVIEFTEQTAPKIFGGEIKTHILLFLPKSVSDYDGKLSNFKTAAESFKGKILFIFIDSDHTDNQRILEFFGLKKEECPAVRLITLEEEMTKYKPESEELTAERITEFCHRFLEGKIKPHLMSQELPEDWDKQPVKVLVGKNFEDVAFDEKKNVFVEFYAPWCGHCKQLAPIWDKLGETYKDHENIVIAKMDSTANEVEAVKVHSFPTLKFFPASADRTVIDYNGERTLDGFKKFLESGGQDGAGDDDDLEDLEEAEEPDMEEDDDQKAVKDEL
NR2E3 ag-2: NR2E3 (human) agonism; GST-NR2E3/biotin-RetCOR TR-FRET, 1536-well; inhibition of corepressor binding, % at 4.78 µM; AID 2300; Q9Y5X4; 320,000 tested, 0.12% active;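 active means percent inhibition above the cutoff of mean plus 3 SD of all tested compounds, set per screening campaign, cut at about 20% in these data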;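 further: 0% = DMSO wells and 100% = biotin wells as full block of FRET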
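Format: 1536-well format; test system: GST-NR2E3 and biotin-RetCOR proteins; read-out basis: percent inhibition of TR-FRET ratio; timing: 5 h incubation at 4 °C; detection: time-resolved FRET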
KKLEB cytotox: counter-screen for CF NF-kB inhibitors: cytotoxicity | KKLEB CF airway cells viability, ATPlite luminescence, overnight; active compounds read low; cells stimulated with P. aeruginosa culture filtrate | activity change (cytotoxicity), % at 5 µM | 360,000 tested, 0.36% active;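 active means corrected activity change at or below -50% at 5 µM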
Peg3 promoter: Peg3 promoter activity inhibition; HeLa PEG-Prom luciferase reporter, luminescence, overnight; inhibition, % at 20 µM; 360,000 tested, 1.7% active;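 active means inhibition of at least 50% at 20 µM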
CaV13 FRET inh: Disruptors of the CACNA1D IQ motif to Ca2+-dependent inactivation inhibitor domain association, primary screening, Förster resonance energy transfer in intact living … | HEK cells, CFP/YFP FRET ICDI-IQ, plate reader, 10 min; percent FRET-ratio fall versus neutral wells | inhibition, % at 12.3 µM | 340,000 tested, 0.098% active;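 active means mean replicate inhibition of at least 30% and at least 1% of replicates passing that level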;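 further: 0% = median of the neutral control wells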
TRPM1 prom inh: inhibitors of MITF-driven TRPM1 promoter in melanoma cells. 330,000 tested, 0.83% active. AID 488899. SK-MEL-5 TRPM1 promoter luciferase, 24 h. inhibition, % at 12.5 µM;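 active means mean inhibition across replicates of 60% or more, whatever share of single replicates reaches that level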; further: values of inactives mirror those of a sister screen read the other way
* hit, by the source's call; · = no result given.

SMILES	Shn3 inh set2	CF NFkB inh	HIF-2a inh	Vif imaging	NR2E3 ag-1	PDI turbidity	NR2E3 ag-2	KKLEB cytotox	Peg3 promoter	CaV13 FRET inh	TRPM1 prom inh
CN(Cc1ccccc1)S(=O)(=O)c1ccc(OCC(=O)N2CCOCC2)cc1	7	-21	12	3	-27	2	-1	6	14	-3	0
CN1CCN(C(=O)c2c(NC(=O)c3ccco3)sc3c2CCC(C(C)(C)C)C3)CC1 (configuration not stated)	-7	22	15	12	-6	11	0	-6	10	·	1
COc1cccc(CN2CCN(CCCc3ccccc3)C(CCO)C2)c1OC (configuration not stated)	11	-4	11	-3	-7	5	1	-4	6	-5	9
COC(=O)C1=C(C)NC(=O)CC1c1cccc(Cl)c1Cl (configuration not stated)	-5	-4	4	·	-9	-11	2	-7	8	-7	·
Clc1nc(NCCN2CCOCC2)nc(NCc2ccccc2)n1	-5	8	14	15	-10	-4	2	14	15	-4	-4
COc1cc(CNC(=O)c2cc(C(=O)NCc3cc(OC)cc(OC)c3)n(C)n2)cc(OC)c1	17	-14	3	-1	-11	-5	·	-6	20	·	14
COc1ccc2c(C)c(C)c(=O)oc2c1OC	-4	13	-2	3	20	0	0	-3	-17	0	3
O=C(OCC#CCSc1nnc(-c2ccncc2)o1)c1sc2ccccc2c1Cl	4	0	17	0	-11	-10	·	-1	-1	-4	-7
O=C(O)c1ccc(-c2nc(-c3ccc(Cl)c(Cl)c3)cs2)cc1	-49	21	-151	-4	-42	-9	-6	5	-189	·	-72
COc1ccccc1NC(=O)c1c(C)nn(-c2ccccc2)c1Cl	-3	-2	-90	14	-20	-11	0	-3	-39	-4	0
O=C(NCC1CCCO1)c1cccc(Oc2ccccc2)c1 (configuration not stated)	-15	2	-136	3	-42	-3	-2	12	-148	·	-20
CC1=C([N+](=O)[O-])C(c2cccc(Br)c2)C2=C(N1)c1ccccc1C2=O (configuration not stated)	13	35	17	-1	44	11	3	-56*	38	-4	61*
CN1CCN(c2ccc(-c3cccc4nccn34)cn2)CC1	-16	-13	-89	-3	-11	6	·	-13	-138	-6	·
COc1cccc(C2c3[nH]c4ccccc4c3C[C@H]3C(=O)N(CCCOC(C)C)CC(=O)N23)c1 (some centres not stated)	-21	-3	23	-10	5	-17	-3	-13	12	-4	-1
O=C(Cc1ccccc1F)Nc1cc(S(=O)(=O)N2CCOCC2)ccc1N1CCCC1	10	4	3	2	-43	1	·	-11	7	-9	·
O=C(NCCN1CCN(Cc2ccccc2)CC1)C1c2ccccc2C(=O)N2CCc3ccccc3C12 (configuration not stated)	-10	-4	7	-4	7	7	3	0	6	·	8
O=C1C2CCCN2C(=O)N1CCCCN1CCN(c2ccccc2)CC1 (configuration not stated)	4	13	9	-13	-24	4	1	-1	11	-4	3
CC(=O)C1=C(O)C(=O)N(CCCO)C1c1ccccc1 (configuration not stated)	-6	-3	7	0	-11	8	2	-1	-4	-9	-8
COc1ccc(CCN2C(=NC(C)=O)SC3CS(=O)(=O)CC32)cc1OC (configuration not stated)	-9	-12	20	6	-33	4	-2	-12	4	-5	-15
CCNC(=O)C(=O)Nc1cc2c3c(c1)CCC(=O)N3CCC2	-7	-6	5	14	9	14	-1	3	-2	-3	3
CCOC(=O)C1CCN(C(=O)Nc2ccc(Cl)cc2)CC1	18	-6	10	·	-11	6	3	7	-11	·	-2
Cc1cc(C)n2nc(SCC(=O)N3CCC(C(=O)O)CC3)nc2n1	4	5	22	1	-7	1	·	6	-2	-5	-7
Cc1ccc2c(c1)N(CC(=O)N1CCCc3ccccc31)C(=O)CO2	14	12	6	-6	6	6	2	-6	6	-7	3
Cc1cccc(CN2CCCC(C(=O)c3ccc4c5c(cccc35)CC4)C2)n1 (configuration not stated)	16	9	5	-5	-9	1	0	-3	6	-15	0
CC(NCc1ccccc1O)C12CC3CC(CC(C3)C1)C2 (configuration not stated)	9	-8	13	-14	-13	-4	1	1	14	-4	·
CN(C)c1cccc2c1c(NC(=O)c1ccc(Cl)cc1)nn2C	2	13	13	-12	-17	-4	2	-9	25	-6	45
Cc1ccnc(NC(=O)c2ccc(COc3c(F)c(F)cc(F)c3F)o2)c1	-7	-7	-76	-1	-26	-3	-1	3	-65	-4	-1
COc1ccc(CN(C)Cc2cc(=O)n3ccsc3n2)c(OC)c1OC	10	8	16	5	1	-3	-3	0	16	4	18
NC(=O)C1CCN(C(=O)Cc2ccc(-c3ccccc3)cc2)CC1	-11	1	-18	12	-7	-1	3	-18	-11	-4	-1
CN(C)N1C(N)=C(C#N)C(c2ccccc2Cl)C2=C1CCCC2=O (configuration not stated)	17	4	10	-1	-5	-5	0	-9	15	-7	-2
CCOc1cc(/C=C2/NC(=O)N(CC(=O)Nc3cccc(C)c3)C2=O)ccc1OCC(N)=O	19	-23	6	19	14	0	0	0	-1	-4	-11
CS(=O)(=O)N(CC(=O)NC1CCCC1)Cc1ccc(F)cc1	10	17	17	3	-10	-1	-2	5	21	-4	2
O=C(/C=C/c1ccc2c(c1)OCO2)NCc1ccc(F)cc1	6	3	-52	0	-45	-6	3	-2	-22	-2	-13
CC(C)n1cnnc1SCC(=O)NC(=O)c1ccccc1	5	5	9	4	1	-1	-4	-18	0	-2	-6
CCOC(=O)c1c(N2C(=O)C3C4C=CC(O4)C3C2=O)sc2c1CCCC2 (configuration not stated)	11	23	10	0	0	-14	0	-13	51*	·	1
Fc1ccc(COc2ccc(Br)cc2CNCc2ccncc2)cc1	57	4	10	-10	6	11	-3	-14	15	-9	11
CCOC(=O)c1nn(-c2ccccc2)c(=O)cc1OCC(=O)Nc1cc(C)ccc1C	-2	-21	8	-2	-18	-2	-1	6	6	-7	-3
CCc1cc2c(=O)n(-c3ccccc3)cnc2s1	-59	16	-157	7	-35	1	4	1	-133	-2	-46
COc1cccc(C2c3c(-c4ccccc4)n[nH]c3C(=O)N2c2ccc(C(=O)O)cc2)c1 (configuration not stated)	2	2	-1	0	6	-6	5	3	4	-4	12
Cc1ccc(S(=O)(=O)NCC(=O)N2CCc3ccccc3C2)cc1	-38	-16	15	-13	-6	-2	2	20	11	-4	-2
CCn1ccc(=N)cc1	9	-2	9	7	-18	-3	-3	6	13	·	-2
O=C(C[N+]1(CC#Cc2ccccc2)CCOCC1)c1ccc(Cl)cc1	-5	9	2	-5	-12	-5	3	-27	10	-2	-10
COCCOC(=O)c1c(C)nc(SCC(=O)Nc2cccc3ccccc23)c(C#N)c1-c1ccco1	21	4	11	8	-39	-7	1	-7	15	-4	-27
NC(=S)NNC(=O)Nc1ccc(Cl)c(Cl)c1	-8	16	17	1	-18	11	-2	-9	10	-5	3
Cc1ccc(-n2c(C)cc(C3=NNC(=NC4CC4)SC3)c2C)cc1C	44	11	-21	4	-46	-5	4	0	-68	-19	1
C=C1CCN([C@@H](CC(C)C)C(=O)NCc2ccc(OC)cc2)S(=O)(=O)c2ccccc21	8	3	9	-4	3	2	2	-4	15	-3	0
Oc1c(Br)cc(Br)cc1CNn1cnnc1	17	10	22	-5	-17	5	2	6	10	-19	4
O=C1CCCN1CCCn1cnc2c([nH]c3ccc(F)cc32)c1=O	9	6	-9	-18	2	-8	3	-12	3	·	6
COC(=O)c1ccc(CSc2nc3ccccc3o2)cc1	-71	-5	-104	5	-1	5	1	-7	-202	-6	-39
COc1ccc(NC(=O)C(c2ccccc2)N2CCN(c3ccccn3)CC2)cc1Cl (configuration not stated)	30	-6	-3	17	-1	13	2	6	-5	-5	-16
O=C(COC(=O)c1cccs1)Nc1nnc(-c2ccccc2)o1	3	-10	-4	5	-21	1	1	11	2	-6	-6
C=CCn1c(=S)[nH]c2cc(C(=O)Nc3ccc(OC)c(OC)c3)ccc2c1=O	8	5	-5	-11	0	6	4	-3	21	-4	-1

2 records picked at random from those above, as already listed:
SMILES	Shn3 inh set2	CF NFkB inh	HIF-2a inh	Vif imaging	NR2E3 ag-1	PDI turbidity	NR2E3 ag-2	KKLEB cytotox	Peg3 promoter	CaV13 FRET inh	TRPM1 prom inh
Cc1ccc(S(=O)(=O)NCC(=O)N2CCc3ccccc3C2)cc1	-38	-16	15	-13	-6	-2	2	20	11	-4	-2
CS(=O)(=O)N(CC(=O)NC1CCCC1)Cc1ccc(F)cc1	10	17	17	3	-10	-1	-2	5	21	-4	2

By substructure, the compounds so far with a Cl atom.
SMILES	Shn3 inh set2	CF NFkB inh	HIF-2a inh	Vif imaging	NR2E3 ag-1	PDI turbidity	NR2E3 ag-2	KKLEB cytotox	Peg3 promoter	CaV13 FRET inh	TRPM1 prom inh
COC(=O)C1=C(C)NC(=O)CC1c1cccc(Cl)c1Cl (configuration not stated)	-5	-4	4	·	-9	-11	2	-7	8	-7	·
Clc1nc(NCCN2CCOCC2)nc(NCc2ccccc2)n1	-5	8	14	15	-10	-4	2	14	15	-4	-4
O=C(OCC#CCSc1nnc(-c2ccncc2)o1)c1sc2ccccc2c1Cl	4	0	17	0	-11	-10	·	-1	-1	-4	-7
O=C(O)c1ccc(-c2nc(-c3ccc(Cl)c(Cl)c3)cs2)cc1	-49	21	-151	-4	-42	-9	-6	5	-189	·	-72
COc1ccccc1NC(=O)c1c(C)nn(-c2ccccc2)c1Cl	-3	-2	-90	14	-20	-11	0	-3	-39	-4	0
CCOC(=O)C1CCN(C(=O)Nc2ccc(Cl)cc2)CC1	18	-6	10	·	-11	6	3	7	-11	·	-2
CN(C)c1cccc2c1c(NC(=O)c1ccc(Cl)cc1)nn2C	2	13	13	-12	-17	-4	2	-9	25	-6	45
CN(C)N1C(N)=C(C#N)C(c2ccccc2Cl)C2=C1CCCC2=O (configuration not stated)	17	4	10	-1	-5	-5	0	-9	15	-7	-2
O=C(C[N+]1(CC#Cc2ccccc2)CCOCC1)c1ccc(Cl)cc1	-5	9	2	-5	-12	-5	3	-27	10	-2	-10
NC(=S)NNC(=O)Nc1ccc(Cl)c(Cl)c1	-8	16	17	1	-18	11	-2	-9	10	-5	3
COc1ccc(NC(=O)C(c2ccccc2)N2CCN(c3ccccn3)CC2)cc1Cl (configuration not stated)	30	-6	-3	17	-1	13	2	6	-5	-5	-16

Screening data (PubChem BioAssay)
